CHT PAM – allosterically activates the human high affinity choline transporter; 310,000 compounds, 0.49% hits; CHT-expressing cells, membrane potential dye, choline EC20; active compounds read high; LV-AA mutant CHT in HEK293 cells; B-score at 10 µM; Q9GZV3; AID 488977;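 active = initial fluorescence not abnormally high and integrated response B-score, plate-corrected, over 3 SD above library mean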
Target sequence (Q9GZV3 whole entry, looked up): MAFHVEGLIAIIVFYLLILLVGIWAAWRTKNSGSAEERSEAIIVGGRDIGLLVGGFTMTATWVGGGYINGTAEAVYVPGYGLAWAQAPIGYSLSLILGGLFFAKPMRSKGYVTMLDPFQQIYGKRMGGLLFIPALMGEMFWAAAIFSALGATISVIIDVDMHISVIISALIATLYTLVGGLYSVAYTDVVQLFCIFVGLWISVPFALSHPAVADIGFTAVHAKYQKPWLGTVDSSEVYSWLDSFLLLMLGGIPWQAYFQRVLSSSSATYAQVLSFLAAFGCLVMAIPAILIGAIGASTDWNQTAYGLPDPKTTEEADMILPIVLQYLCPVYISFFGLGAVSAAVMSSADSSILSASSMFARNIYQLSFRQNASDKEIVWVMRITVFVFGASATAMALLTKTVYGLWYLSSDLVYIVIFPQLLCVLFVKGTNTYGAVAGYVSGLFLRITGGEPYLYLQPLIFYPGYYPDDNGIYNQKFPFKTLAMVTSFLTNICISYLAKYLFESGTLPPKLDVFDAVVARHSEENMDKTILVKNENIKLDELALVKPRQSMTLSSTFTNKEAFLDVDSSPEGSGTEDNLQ
OX1R antag – antagonists of human orexin 1 receptor. inhibition, % at 5 µM. CHO/OX1R cells, Fluo-8 calcium fluorescence, orexin A. O43613. 330,000 compounds, 0.43% hits;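 active = inhibition above its plate's threshold, mean inhibition of all tested compounds on the plate plus 3 SD, cut at about 37% in these data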;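 also: 0% = orexin A challenge wells and 100% = SB-334867-A antagonist wells; not every result past the cut was called active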
Target sequence (O43613 whole entry, looked up): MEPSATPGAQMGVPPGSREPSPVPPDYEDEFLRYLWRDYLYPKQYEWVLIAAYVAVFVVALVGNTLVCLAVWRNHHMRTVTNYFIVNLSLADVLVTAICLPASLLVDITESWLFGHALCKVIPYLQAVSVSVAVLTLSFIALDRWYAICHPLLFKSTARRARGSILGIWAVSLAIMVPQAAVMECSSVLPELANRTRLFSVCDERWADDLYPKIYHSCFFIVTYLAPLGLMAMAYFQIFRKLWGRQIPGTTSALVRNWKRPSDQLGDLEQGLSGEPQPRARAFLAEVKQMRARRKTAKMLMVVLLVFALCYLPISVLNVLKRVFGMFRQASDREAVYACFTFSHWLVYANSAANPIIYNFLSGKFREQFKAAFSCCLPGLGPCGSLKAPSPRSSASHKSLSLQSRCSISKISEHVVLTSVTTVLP
* = called active by the depositor; i = inactive; . = not tested or not shown.

Values in the order: CHT PAM	OX1R antag
CCOC(=O)/C=C1\SCC(=O)N1CC(=O)NC1CCCCC1
→ i	-13
C(=C\c1nc(-c2cccnc2)no1)/c1ccccc1
→ i	-13
S=c1[nH]nc(COc2cccc3ccccc23)n1Cc1ccccc1
→ i	-7
Nc1cc(=O)nc(SCC(=O)N2CCN(c3ccccc3)CC2)n1-c1ccc(F)cc1
→ i	-14
COc1cccc(CNCc2cccc(Br)c2)c1OC
→ i	-18
CCC(C(=O)NCCCN1CCN(C)CC1)n1nc(C)n2c(cc3occc32)c1=O (configuration not stated)
→ i	-3
Cc1ccc(/C=N/NC(=O)CNC(=O)COc2ccc(Cl)cc2)o1
→ i	-15
O=C(c1cc(COc2ccc(F)cc2Cl)on1)N1CCc2sccc2C1
→ i	-13
CC(C)NS(=O)(=O)c1ccc(OCC(=O)N2CCc3ccccc3C2)cc1
→ i	-23
CS(=O)(=O)N(Cc1ccccc1)c1ccc(C(=O)N2CCN(c3cccc(Cl)c3)CC2)cc1
→ i	11

Single records, as listed above:
`CC(C)NS(=O)(=O)c1ccc(OCC(=O)N2CCc3ccccc3C2)cc1` is listed as CHT PAM = i; OX1R antag = -23
`COc1cccc(CNCc2cccc(Br)c2)c1OC` is listed as CHT PAM = i; OX1R antag = -18

Following part:
Values in the order: CHT PAM	OX1R antag
C[C@@H]1CN(C(=O)c2cc(COc3cccc(C(F)(F)F)c3)on2)C[C@H](C)O1
→ i	-20
CSCC[C@H](NC(=O)COc1ccc(Cl)cc1)C(=O)N1CCC2(CC1)NCCc1[nH]cnc12
→ i	-12
CCOc1ccc(N(CC(=O)Nc2cccc(OC)c2)S(=O)(=O)c2c(C)noc2C)cc1
→ i	-23
N#C/C(=C\c1cccnc1)c1ccccn1
→ i	3
Cc1cccc(N(C)C(=O)c2cc(S(=O)(=O)N3CCCC3)cn2C)c1
→ i	-26
O=C(Nc1cc(C(F)(F)F)ccc1N1CCOCC1)c1ccc(Cl)nc1
→ i	-22
COc1cc(CC(=O)OCC(=O)NCc2ccco2)cc(OC)c1OC
→ .	0
Cc1ccccc1C(=O)Nn1cnc2ccccc2c1=O
→ i	-14
Cc1cc(F)ccc1N1CCC(N2CCN(C)C(CCO)C2)CC1 (configuration not stated)
→ i	-21
COCCN1C(=O)N[C@@H](c2ccccc2)C(C(=O)OC)=C1C
→ i	-16
CN1CCN(S(=O)(=O)c2cccc(C(=O)NC3CCCC3)c2)CC1
→ i	-15
O=C(NCCN1CCOCC1)c1cccc(Br)c1
→ i	-22
COC(=O)[C@@H]1[C@@H](C)N(Cc2ccccc2)C(=O)N[C@H]1c1cccc(C(F)(F)F)c1
→ 9.4*	-30
Cc1c(C(=O)N2CCCCC2)c(S(=O)(=O)Nc2ccc(F)cc2F)c(C)n1C
→ i	-19
COc1ccc(CNS(=O)(=O)c2cc(CN3C(=O)c4cccnc4C3=O)ccc2OC)cc1
→ i	-18
O=C(/C=C/c1cccc(Cl)c1)NCCc1ccccc1
→ i	-28
O=C(COC(=O)COc1ccccc1F)Nc1ccc2c(c1)OCO2
→ .	10
O=C(CN1C(=O)NC2(CCCC2)C1=O)NCc1ccco1
→ .	-9
O=C(OCn1nnc2ccccc2c1=O)C1=COCCO1
→ i	-18
CC(=O)c1ccccc1NC(=O)c1cc(S(=O)(=O)N2CCOCC2)ccc1N1CCCC1
→ .	-29
CCOC(=O)c1ccc(NC(=O)N2CCN(Cc3ccccc3)CC2)cc1
→ i	-8
COc1ccc(CCC(=O)OCC(=O)NCc2ccc(OC)c(OC)c2)cc1OC
→ .	-6
CC(NC(=O)c1ccco1)C(=O)N1CCN(c2cccc(C(F)(F)F)c2)CC1 (configuration not stated)
→ .	-12
CCN(CC#CCC(O)(c1ccccc1)C1CCCC1)C(C)C (configuration not stated)
→ i	-18
COc1ccc(/C=C2\Sc3ccc(C(=O)N4CCc5ccccc5C4)cc3N(C)C2=O)cc1
→ i	-46
CCc1ccccc1NC(=O)CCN1C(=O)C2CC=CCC2C1=O (configuration not stated)
→ i	-1
O=C(OCC(=O)N(c1ccccc1)C1CCCCC1)c1ccc(CO)cc1
→ .	-2
Cc1cccc(NC(=O)C2CCN(C(=O)N3CCOc4ccccc43)CC2)c1C
→ i	-12
O=C1c2ccccc2C(Nc2ccc3c(c2)OCCO3)N1Cc1ccc2c(c1)OCO2 (configuration not stated)
→ i	-8
COc1ccc2nc(SCC(=O)NCc3ccc4c(c3)OCO4)[nH]c2c1
→ i	5
CC1=C(C(=O)NCc2ccccn2)C2(CCC(C)CC2)OC1=O (configuration not stated)
→ i	-16
CCN(CC)S(=O)(=O)c1cccc(C(=O)NCC(=O)OCC(=O)NCc2ccccc2)c1
→ i	-3
Cc1nc2ccc(NC(=O)N3CCOCC3)cc2s1
→ i	-6
CC(C)Oc1ccc(C(=O)O)c(C(=O)O)c1
→ i	-9
COCc1cc(C)nc(OCC(=O)N/N=C/c2ccccc2)c1C#N
→ i	3
N=c1n(CCN2CCCCC2)c2ccccc2n1CC(=O)c1ccc(Cl)c(Cl)c1
→ i	-13
CC(=O)c1cccc(NC(=O)CCCSc2ccccc2)c1
→ i	-27
CN(C)CCCNC(=O)c1ccc(-c2ccccc2)cc1
→ i	-2
CCOc1ccc(C(=O)Nc2ccccc2OC(F)F)cc1
→ i	-12
CN(CC(=O)Nc1sccc1C#N)Cc1ccccc1
→ i	-21
CC(NC(N)=O)C(=O)OCc1ccc(Cl)cc1Cl (configuration not stated)
→ i	-15
O=S(=O)(N1CCOCC1)n1c(Cc2ccccc2)nc2ccccc21
→ i	-11
Cc1cc(C)c(S(=O)(=O)Nc2ccccc2-c2ccccc2)c(C)c1
→ i	-23
c1ccc(-c2nnc(CSc3nnc(-c4cccs4)o3)o2)cc1
→ i	-33
COC(=O)c1ccc2c(=O)n(-c3ccccc3F)c(=S)[nH]c2c1
→ i	6
C/C(CC1CC(C)OC1=O)=N\NC(N)=S (configuration not stated)
→ i	-9
CC(C)c1ccc(S(=O)(=O)N2CCCCC2)cc1
→ i	-6
Cc1ccc2c(c1)C(=O)C(=O)N2CC(=O)Nc1ccc(N2CCOCC2)cc1
→ i	-3
Cc1ncc(CO)c2cc(C(=O)Nc3ccccc3Cl)c(=Nc3cccc(C(N)=O)c3)oc12
→ i	-24
CCOC(=O)C1=C(C)N(C[C@@H]2CC[C@@H](Cc3ccc4cc(OC)ccc4c3)O2)C(=O)NC1c1ccc(OC)cc1 (some centres not stated)
→ .	13

The list goes on.
Values in the order: CHT PAM	OX1R antag
O=S(=O)(NCc1ccc2c(c1)OCO2)c1ccc2oc3ccccc3c2c1
→ i	-8
CCOc1ccc(CCNC(=O)CN2C(=O)NC3(CCCCC3C)C2=O)cc1OCC (configuration not stated)
→ i	-30
COc1ccc(Cl)cc1NC(=S)NCc1ccco1
→ i	-3
O=C(Nc1ccc(S(=O)(=O)N2CCCC2)cc1)c1ccc([N+](=O)[O-])o1
→ .	-6
CC(=O)c1ccc(N(C(=O)CNC(=O)c2cccs2)C(C(=O)NCC2CCCO2)c2ccccc2)cc1 (configuration not stated)
→ i	-12
CCOC(=O)C1=CC[C@H]2c3c(c4ccccc4n3C)C(=O)C1N2Cc1ccccc1
→ .	-25
CCCCC(=O)NCCc1cc2c(C)ccc(C)c2[nH]c1=O
→ i	-26
O=C(Nc1ccc(Cl)cc1)Nc1ccccc1C(=O)NCc1ccco1
→ i	-21
CN(C)CCCN(C(=O)c1ccc(Br)s1)c1nc2cc3c(cc2s1)OCCO3
→ i	6
O=C(CN1C(=O)C(=O)c2ccccc21)c1ccc(Cl)cc1
→ i	-6
CC1CCN(C(=O)c2ccccc2NC(=O)c2cccs2)CC1
→ i	-5
Cc1cc(-c2nc(C)c(C(=O)NNS(=O)(=O)c3ccccc3)s2)no1
→ i	0
COc1ccc(CNC(=O)CSc2nc3ccc(OC)cc3[nH]2)cc1
→ i	-3
Cc1nc2ccc3nc(NC(=O)c4ccc5c(c4)OCCO5)sc3c2s1
→ i	-8
Cc1ccccc1NC(=O)CSc1n[nH]c(-c2ccccn2)n1
→ i	-10
O=C(CNc1cccc(S(=O)(=O)N2CCOCC2)c1)Nc1ccc(C(F)(F)F)cc1
→ i	-12
CCCS(=O)(=O)N1CCC(C(=O)c2cccc(C(F)(F)F)c2)CC1
→ i	-14
COc1ccc(C2C3=C(CC(C)(C)CC3=O)Oc3ncn(CC(C)C)c(=N)c32)cc1 (configuration not stated)
→ i	-23
O=c1oc(-c2cccnc2)nc2ccccc12
→ i	-4
Cc1cc(C)nc(SCc2nnc(SCc3ccc([N+](=O)[O-])cc3)n2Cc2ccco2)n1
→ i	-19
O=C(Oc1cc2oc(=O)c3c(c2cc1Cl)CCCC3)c1ccco1
→ i	-16
COC(=O)Cc1c(O)ccn(Cc2ccc(F)cc2)c1=O
→ i	4
CCC(Sc1nc(N)c(NC(=O)c2ccc(OC)cc2)c(=O)[nH]1)C(=O)O (configuration not stated)
→ i	-15
COc1ccc(C(CCNCc2ccc(N(C)C)cc2)c2ccccc2)cc1 (configuration not stated)
→ 7*	-36
Cc1ccc(/C=C/C(=O)c2ccc(C)cc2)cc1
→ i	-24
Cc1ccc(/C=N/NC(=O)Cc2cccn2C)cc1
→ i	-8
COc1cccc2sc(=NC(=O)CS(=O)(=O)c3ccc(Cl)cc3)n(C)c12
→ i	-2
O=S(=O)(c1ccc2nc(SCc3cccc(Cl)c3)[nH]c2c1)N1CCOCC1
→ i	4
COc1ccccc1/C=C\C=N\NC(=O)c1ccco1
→ i	-23
CCOc1ccc(-c2nnn(CC(=O)NCCc3c[nH]c4ccccc34)n2)cc1
→ i	-21
Cc1noc(C)c1S(=O)(=O)N1CCCC(C(=O)N2CCC(C)CC2)C1 (configuration not stated)
→ i	-19
Cc1cc(-c2cc(-c3ccccc3)on2)nc(NC2CCCC2)n1
→ i	-30
Cc1cccnc1CC(C)NC(=O)c1cc(COc2cncc(Cl)c2)on1 (configuration not stated)
→ i	-19
O=C(c1ccc(S(=O)(=O)N2CCCCC2)cc1)N1CCN(CCN2C(=O)c3cccc4cccc(c34)C2=O)CC1
→ i	-22
CC(=O)NCC(=O)NC(C(=O)Nc1ccc2c(c1)OCCO2)c1ccccc1 (configuration not stated)
→ i	-5
C=CCc1cccc(/C=N/NC(=O)c2ccc3nc[nH]c3c2)c1O
→ i	2
COc1ccc(OCc2nnnn2-c2ccccc2)cc1
→ i	-6
Cc1cccc(Cn2c(O)c(N=NC(=S)Nc3ccccc3F)c3ccccc32)c1
→ i	-1
CC(C)NC(=O)C1CCN(S(=O)(=O)c2ccc(N3CCCC3=O)cc2)CC1
→ i	-8
COc1ccc(CCC(=O)NNC(=O)c2ccc(F)cc2)cc1
→ i	-8

A draw from above in order of length of the SMILES, highest first.
Values in the order: CHT PAM	OX1R antag
C[C@@H]1CN(C(=O)c2cc(COc3cccc(C(F)(F)F)c3)on2)C[C@H](C)O1
→ i	-20
O=C1c2ccccc2C(Nc2ccc3c(c2)OCCO3)N1Cc1ccc2c(c1)OCO2 (configuration not stated)
→ i	-8
CC(C)NS(=O)(=O)c1ccc(OCC(=O)N2CCc3ccccc3C2)cc1
→ i	-23
COc1ccc(CNC(=O)CSc2nc3ccc(OC)cc3[nH]2)cc1
→ i	-3
CCOC(=O)/C=C1\SCC(=O)N1CC(=O)NC1CCCCC1
→ i	-13
COc1ccccc1/C=C\C=N\NC(=O)c1ccco1
→ i	-23

(list continues)
Values in the order: CHT PAM	OX1R antag
Cc1cc(C)nc(SCC(=O)Nc2ncc3c(n2)CCCC3=O)n1
→ i	-11
c1ccc(C(c2ccccn2)c2ccccn2)cc1
→ i	-8
COC(=O)c1cc(NC(=O)c2cc(-c3ccc(C(F)(F)F)cc3)oc2C(F)(F)F)ccc1N1CCOCC1
→ i	-6
CC(Oc1cc(-c2ccccc2)cc2ccccc12)C(=O)N1CCOCC1 (configuration not stated)
→ i	-31
CCOc1cc(N2CCOCC2)c(OCC)cc1NC(=O)COc1ccccc1[N+](=O)[O-]
→ i	-29
O=S(=O)(NCCN1CCOCC1)c1ccc2ccccc2c1
→ .	-12
O=C1CCCN2N=C(SCC(=O)Nc3nc4ccccc4s3)SC2=N1
→ i	-2
O=C(NC1CCCCC1)C(c1ccccc1)N1CCC2(CC1)OCCO2 (configuration not stated)
→ i	-22
O=C(NCCCN1CCOCC1)c1cc(-c2cccc(O)c2)on1
→ i	-12
Cc1ccc(N2C(=O)c3ccccc3C2O)nc1 (configuration not stated)
→ i	-13
CSc1ccc(CN2CCCN(C)CC2)cc1
→ i	-18
CC(C)CC(=O)Nc1cccc(NC(=O)c2ccccc2Cl)c1
→ i	-7
CN(C)c1cccc(C(=O)n2cc(C(=O)c3cc(F)ccc3O)cn2)c1
→ i	-3
O=C(NC(Cc1ccccc1)C(=O)O)/C(=C/c1ccccc1)NC(=O)c1ccc(Br)o1 (configuration not stated)
→ i	-15
CCc1noc(C)c1C(=O)Nc1nc2c(F)cc(F)cc2s1
→ .	13
Cc1ccc(-c2nc3ccccc3c(=O)n2-c2c(C)n(C)n(-c3ccccc3)c2=O)cc1
→ i	-28
CCN(CC)c1ccc(/C=N\NC(N)=O)cc1
→ i	32
CCc1nnc(NC(=O)CCC(=O)NCC2CCCO2)s1 (configuration not stated)
→ i	-2
CC1CN(C(=O)COC(=O)c2ccc(S(=O)(=O)N(C)C)cc2)CC(C)O1 (configuration not stated)
→ i	-18
O=C(Cn1ncc2c1-c1ccccc1OC2)N1CCN(c2ccccn2)CC1
→ i	-23
COc1ccc(CNC(=O)C2CCN(S(=O)(=O)N3CCCCC3)CC2)c(OC)c1
→ i	-8
Clc1ccc(-n2nnnc2SCc2cn3ccccc3n2)cc1
→ i	-12
Cc1ccc(S(=O)(=O)CCC(=O)OCC(=O)N2CCN(S(=O)(=O)c3ccccc3)CC2)cc1
→ i	-17
O=CN/C=C/c1cc(O)ccc1O
→ i	-2

High-throughput results: PubChem, several laboratories
